POLK inh: inhibitors of human DNA polymerase kappa; purified Pol kappa, fluorescent DNA synthesis assay, 10 min; Potency, µM (titrated, usually from 107 µM), for the others: top-dose activity, negative = inhibition, most hits filed as inhibitors; 400,000 tested, 0.53% active; AID 588579; Q9UBT6; also: % is scaled to controls: 0 for no effect and ±100 for the full control effect
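Activity was followed as the change in fluorescence between reads at 0 and 10 min after starting the reaction with 50 nM substrate. Beforehand, 10 nM polymerase had been preincubated with compound for 15 min at room temperature.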
Pol eta inh: DNA polymerase eta (human) inhibition; Q9Y253; recombinant Pol eta, fluorescent DNA replication assay; Potency, µM (top dose mostly 114 µM), for the others: at the highest dose activity change, negative = inhibition, hits mostly inhibitors; 390,000 tested, 1.2% active; also: % is scaled to controls: 0 for no effect and ±100 for the full control effect
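Fluorescent replication assay: 50 nM final substrate added after a 15 min room-temperature compound preincubation with 10 nM enzyme. Signal taken at 0 min and again at 10 min.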
APEX1 inh: APE1 (human) endonuclease inhibition. P27695. recombinant APE1, TAMRA/BHQ-2 abasic DNA cleavage fluorescence. Potency, µM (top dose mostly 65.8 µM), without a hit: at the highest dose activity change, negative = inhibition, hits mostly inhibitors. 350,000 tested, 0.35% active. AID 2517;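 also: plate controls were vehicle for no effect and reference inhibitor for full effect; nearly all actives have a fitted effect of over 55% in size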
Target sequence (P27695 whole entry, looked up): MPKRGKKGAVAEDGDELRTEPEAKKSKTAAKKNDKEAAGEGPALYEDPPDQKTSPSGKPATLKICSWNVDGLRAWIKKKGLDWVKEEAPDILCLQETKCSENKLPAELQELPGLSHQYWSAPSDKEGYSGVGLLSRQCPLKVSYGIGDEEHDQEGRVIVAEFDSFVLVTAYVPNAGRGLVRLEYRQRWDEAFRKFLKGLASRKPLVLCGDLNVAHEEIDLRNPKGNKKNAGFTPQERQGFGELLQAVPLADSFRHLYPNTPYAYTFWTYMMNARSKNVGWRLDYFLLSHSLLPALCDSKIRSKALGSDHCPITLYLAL
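Measures dequenching upon AP-site incision of a 5'-TAMRA/3'-BHQ-2 THF-containing duplex, 50 nM; human APE1 0.75 nM after 15 min room-temperature exposure to compound; kinetic three-point read at one-minute spacing.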
POLB inh: blocks human DNA polymerase beta activity; 340,000 tested, 1.3% active; Pol beta primer extension/strand displacement, fluorescence kinetic; AID 485314; P06746; Potency, µM (titrated, usually from 114 µM), without a hit: at the top dose activity change, negative = inhibition, hits mostly inhibitors; also: % is scaled to controls: 0 for no effect and ±100 for the full control effect
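Reaction started by 50 nM substrate onto compound-treated Pol beta (10 nM, 15 min preincubation, room temperature); plates read at 0 min and 10 min. Normalized concentration-effect data fitted by four-parameter Hill equation.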
BLM helicase inh: blocks DNA unwinding by human BLM helicase; recombinant BLM DNA unwinding, fluorescence dequenching; Potency, µM (highest dose often 56.1 µM), without a hit: at the highest dose activity change, negative = inhibition, actives largely listed as inhibitors; 350,000 tested, 0.2% active; P54132;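 also: plate controls were vehicle for no effect and no enzyme for full effect; nearly all actives have a fitted effect of over 35% in size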
POLI inh: blocks human DNA polymerase iota activity. 390,000 tested, 1% active. Q9UNA4. Pol iota fluorescent replication assay, 10 min. Potency, µM (series often up to 115 µM), for the others: at the highest dose activity, negative = inhibition, actives largely listed as inhibitors
Target sequence (Q9UNA4 whole entry, looked up): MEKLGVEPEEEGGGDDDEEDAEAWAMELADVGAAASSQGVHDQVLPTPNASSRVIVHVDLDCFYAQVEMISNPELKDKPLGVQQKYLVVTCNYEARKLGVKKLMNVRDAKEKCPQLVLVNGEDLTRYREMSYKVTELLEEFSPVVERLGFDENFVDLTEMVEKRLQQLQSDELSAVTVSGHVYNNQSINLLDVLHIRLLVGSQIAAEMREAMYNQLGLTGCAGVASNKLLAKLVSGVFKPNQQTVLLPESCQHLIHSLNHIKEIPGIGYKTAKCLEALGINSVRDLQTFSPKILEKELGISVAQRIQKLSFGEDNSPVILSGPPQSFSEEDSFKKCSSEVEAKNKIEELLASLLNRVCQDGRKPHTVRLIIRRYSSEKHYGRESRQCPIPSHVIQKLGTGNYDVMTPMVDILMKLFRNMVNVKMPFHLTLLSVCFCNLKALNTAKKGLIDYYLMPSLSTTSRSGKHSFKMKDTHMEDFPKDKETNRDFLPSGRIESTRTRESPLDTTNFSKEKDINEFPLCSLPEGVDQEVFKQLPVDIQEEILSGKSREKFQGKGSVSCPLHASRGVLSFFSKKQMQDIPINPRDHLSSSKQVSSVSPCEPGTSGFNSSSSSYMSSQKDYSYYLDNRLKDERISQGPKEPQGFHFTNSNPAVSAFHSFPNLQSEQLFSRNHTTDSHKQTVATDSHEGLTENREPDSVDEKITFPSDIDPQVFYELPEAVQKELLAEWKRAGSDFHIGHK
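Fluorescent replication assay read twice, at 0 min and 10 min after adding 50 nM (final) substrate. Enzyme (10 nM) and compounds were first incubated 15 min at room temperature; enzyme-free buffer wells were negative controls.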
G9a inh: G9a (human) methyltransferase inhibition; Q96KQ7; G9a H3K9 monomethylation, AlphaScreen, 2 h; Potency, µM (titrated, usually from 102 µM), for the others: top-dose activity, negative = inhibition, actives largely listed as inhibitors; 350,000 tested, 8.8% active; also: % is scaled to controls: 0 for no effect and ±100 for the full control effect; nearly all actives have a fitted effect of over 75% in size
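Chemiluminescent proximity detection of H3K9 monomethylation, read after 10 min bead incubation in the dark. Reaction: 20 nM G9a, 500 nM biotin-H3K9 peptide, 20 uM SAM cofactor, 2 h, room temperature, following 15 min enzyme-compound preincubation.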
JMJD2A Tudor inh: JMJD2A Tudor domain (human) inhibition. O75164. AlphaScreen JMJD2A-Tudor / H3K4me3 peptide binding. Potency, µM (series often up to 114 µM), for the others: at the highest dose activity change, negative = inhibition, actives largely listed as inhibitors. 390,000 tested, 4.4% active. AID 504339; also: % is scaled to controls: 0 for no effect and ±100 for the full control effect; nearly all actives have a fitted effect of over 50% in size
BAZ2B block: inhibitors of human BAZ2B bromodomain; Q9UIF8; AlphaScreen BAZ2B-H3K14Ac peptide displacement; Potency, µM (highest dose often 114 µM), inactives show at the highest dose activity change, negative = inhibition, usual class: inhibitors; 360,000 tested, 4.4% active; also: % is scaled to controls: 0 for no effect and ±100 for the full control effect; nearly all actives have a fitted effect of over 60% in size
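AlphaScreen displacement of biotin-H3(5-23)K14Ac peptide (50 nM final) from BAZ2B (50 nM final) in PBS pH 7.4, 0.01% Tween-20; complex preformed 30 min RT, then compounds (top 110 uM) 30 min RT, beads 20 min dark.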
The depositor's hits bear a star; ? = inconclusive; . = not tested or not shown; & = joins results of further samples; [ ] = another dose, or the depositor's remark. Calls follow the shape of the dose curve; as a rule, active = well fitted curve in the direction sought with a large enough effect; inconclusive = small, poorly fitted or top-dose-only effect, or another doubt; inactive = no such curve, though single readings can be large; an effect the other way counts as inactive or inconclusive. Potency is read from the fitted curve at half-maximal effect.

mol | POLK inh | Pol eta inh | APEX1 inh | POLB inh | BLM helicase inh | POLI inh | G9a inh | JMJD2A Tudor inh | BAZ2B block
Cn1c(=O)cc(OCCCC(=O)NCc2ccco2)c2ccccc21 | -9% | 2% | 5% | 0% | -19% | ? | 2%[12.7 µM] | -17% | 0%
O=C(N/C(=C/c1cccc([N+](=O)[O-])c1)C(=O)N1CCCCC1)c1cccs1 | -14% | -26% | 2% | 4% | 0% | 156%[activator] | -1%[59 µM] | 0% | 4%
COCCn1c(N)c(N(Cc2ccccc2)C(=O)C2=COCCO2)c(=O)[nH]c1=O | -15% | -7% | 52%[activator] | 3% | -2% | 19% | ? | -16% | 17%
CCn1ccc(C(=O)Nc2ncc(C)s2)n1 | -6% | -19% | 26% | 26% | -1% | 22% | 48% | -20% | 1%
CC(C)(C)c1cc(C(=O)N/N=C/c2ccncc2)n[nH]1 | 6% | -5% | 17% | -1% | -5% | 38%[activator] | 5% | 4% | -12%
CN(Cc1ccccc1)Cc1nc2c([nH]1)c(=O)n(C)c(=O)n2C | 13% | -1% | 7% | 5% | 3% | -12% | 5%[59 µM] | ? | 11%
COc1ccc(CCNC(=O)c2cc3cc(F)ccc3nc2C)cc1OC | -3% | -3% | . | . | . | 4% | . | -17% | .
CCOC(=O)c1c(C)[nH]c(C2=NNC(=Nc3cccc(Cl)c3)SC2)c1C | . | . | 16% | 14% | -25% | . | ? | . | -35%
COc1ccc(NC(=O)c2cc(-c3ccc(OC)c(OC)c3)nc3ccccc23)c(OC)c1 | -10% | -4% | 26% | -2% | -9% | 7% | -13% | -32% | -29%
Cc1nnc(-c2cccc(Br)c2)c2cn(-c3ccc(Br)cc3)nc12 | ? | ? | 14% | 17% | -7% | -25% | -24%[12.7 µM] | -10% | -37%
N#Cc1c(N)nc2c(c1N)CC(=O)N2c1ccccc1-c1ccccc1 | -3% | -13% | 0% | 31% | -2% | 16% | -7%[59 µM] | -6% | -4%
O=C1Nc2ccc(Cl)cc2C(C#CC2CC2)(C(F)(F)F)O1 (stereo not given) | 5% | -13% | -22% | -1% | -14%&-15% | -14% | 4%[12.7 µM] | -8% | -3%
S=C(NCc1ccccc1)N1CCN(C(=S)NCc2ccccc2)CC1 | 1% | -1% | 14% | . | . | 23% | 16%[59 µM] | 4% | 10%
O=C(CN1CCN(S(=O)(=O)c2ccccc2)CC1)Nc1ccc([N+](=O)[O-])cc1 | -1% | -11% | 16% | 53% | -3% | 1% | 31%[59 µM] | -6% | 1%
c1ccc(Cn2c(-c3cccs3)nc3nc4ccccc4nc32)cc1 | . | . | 2% | 3% | 0% | . | 8% | . | 17%
CN(C(=O)CSc1nc(-c2ccccc2)c(-c2ccccc2)o1)C1CCS(=O)(=O)C1 (stereo not given) | -6%[60.1 µM] | -16% | -4% | -24% | -9% | 9% | ? | ? | ?
C#CCOc1ccc(/C=C2/C(=O)ON=C2C)cc1OCC | 5% | -20% | -15% | -24% | -7% | ? | 40µM* | -5% | -11%
COc1ccccc1N1N=C(C(=O)c2ccccc2)C2C(=O)N(c3ccc(Br)cc3)C(=O)C21 (stereo not given) | -2% | -10% | 0% | 31% | -15% | -16% | -4%[59 µM] | 16% | 12%
CN(C)CCCN(C(=O)c1ccc(S(=O)(=O)N2CCCCCC2)cc1)c1nc2ccc(Br)cc2s1 | -9% | -3% | 5% | -2% | 4% | 8% | . | ? | 28µM*
O=C(O)CCCNC(=O)/C(=C\C=C\c1ccccc1)NC(=O)c1ccccc1Cl | -5% | 0% | 0% | ? | -8% | 21% | . | -11% | -14%
CCCCCC(=O)N1CCN(CCN=CC2=C(O)CC(c3ccc(OC)cc3)CC2=O)CC1 (stereo not given) | -2%&1% | -12%&-15% | -3% | -4% | -1% | 5%&-3% | ? | 1%&21% | -2%
CCn1c(SCc2ccc(F)cc2)nnc1-c1nn(-c2ccccc2)ccc1=O | -5% | -2% | 14% | 2% | -2% | 8% | -15%[0.0925 µM] | -21% | 3%
COc1ccc(-c2cc(C(C)=O)c(C)n2CCC(=O)NCc2ccccc2OC)cc1 | -15%[60.1 µM] | -5% | . | 22% | 4% | -19% | -38%[59 µM] | -34% | ?
Cc1ccc(-c2nc(C)c(CCNC(=O)c3ccccc3Br)s2)cc1 | -3%[60.1 µM] | -14% | . | 4% | -2% | 34%[activator] | 2%[59 µM] | -19% | 0%
O=C(c1cccc(NC2=NC3CS(=O)(=O)CC3S2)c1)N1CCN(c2cccc(Cl)c2)CC1 (stereo not given) | -7% | -30% | -4% | 0% | -5% | 26% | 0% | -27% | -9%

Limited to POLK inh, APEX1 inh and BAZ2B block, for 2 of the compounds above:
Structure	POLK inh	APEX1 inh	BAZ2B block
CCn1c(SCc2ccc(F)cc2)nnc1-c1nn(-c2ccccc2)ccc1=O	-5%	14%	3%
COc1ccc(-c2cc(C(C)=O)c(C)n2CCC(=O)NCc2ccccc2OC)cc1	-15%[60.1 µM]	.	?

A second format for some results above:
Below each SMILES – POLK inh, Pol eta inh, APEX1 inh, POLB inh, BLM helicase inh, POLI inh, G9a inh, JMJD2A Tudor inh, BAZ2B block
> CN(C)CCCN(C(=O)c1ccc(S(=O)(=O)N2CCCCCC2)cc1)c1nc2ccc(Br)cc2s1
 : -9%, -3%, 5%, -2%, 4%, 8%, ., ?, 28µM*
> CN(C(=O)CSc1nc(-c2ccccc2)c(-c2ccccc2)o1)C1CCS(=O)(=O)C1 (stereo not given)
 : -6%[60.1 µM], -16%, -4%, -24%, -9%, 9%, ?, ?, ?

More structures.
mol | POLK inh | Pol eta inh | APEX1 inh | POLB inh | BLM helicase inh | POLI inh | G9a inh | JMJD2A Tudor inh | BAZ2B block
Cc1cccc(N(Cc2ccc(Cl)cc2)S(C)(=O)=O)c1 | -4% | -10% | 12% | ? | -4% | ? | . | 12% | 13%
Cc1cc2cc(CN(CC3CCCO3)C(=S)Nc3ccccc3)c(=O)[nH]c2cc1C (stereo not given) | -17% | ? | -5% | 2% | -3% | -11% | 0%[59 µM] | ? | -39%
COc1ccc(CSc2nc3ccccc3[nH]2)cc1 | -6% | -3% | -6% | 4% | 2% | ? | 0%[59 µM] | -14% | 6%
Cn1c(NCCCO)nc2c1c(=O)n(Cc1ccccc1F)c(=O)n2C | -18% | -15% | -1% | 0% | -2% | 23% | 39%[activator][12.7 µM] | -12% | -2%
O=C(CCS(=O)(=O)Cc1ccccc1F)NCc1ccccc1Cl | -11% | -5% | -2% | 4% | -2% | 43%[activator] | -4% | -14% | -12%
C/C(=N\NC(=O)COc1ccc(C)cc1Br)c1cc([N+](=O)[O-])cs1 | -1% | 3% | -3% | 0% | 2% | -11% | 5% | -8% | -25%
CC1COC(Cn2c3ccccc3c3ccccc32)O1 (stereo not given) | -5% | -1% | -5% | 2% | -4% | -6% | 220%[activator] | 83%[activator] | 62%[activator]
COc1ccccc1CNC(=O)c1ccc2c(c1)CCN2S(=O)(=O)c1ccccc1 | -6% | -14% | . | 12% | -2% | -13% | 7%[59 µM] | -12% | -3%
Cc1ccc(CSCCNC(=O)/C=C/c2ccccc2Cl)cc1 | -1% | -17% | -3% | 1% | 6% | -10% | 7%[59 µM] | -9% | -15%
CCOC(=O)C1=C(C)NC(=O)CC1c1ccccc1OC (stereo not given) | -4% | -13% | 6% | 92% | 3% | -15% | -2% | -6% | -17%
CCc1ccc(C(=O)COC(=O)C(NC(=O)C2CCC(C)CC2)C(C)C)cc1 (stereo not given) | 3% | -3% | . | 18% | -2% | 22% | -1%[59 µM] | 0% | -9%
O=C(CCS(=O)(=O)c1ccc(Cl)cc1)Nc1nc(-c2cccnc2)cs1 | 5% | -10% | 28% | 36% | 1% | 14% | -4% | -1% | -16%
Cc1cc(NS(=O)(=O)c2ccc(NC(=O)/C=C/c3c(F)cccc3Cl)cc2)nc(C)n1 | 11% | 3% | 42% | 29% | 4% | 35% | ? | -18% | -28%
COC(=O)[C@@H](NC(=O)c1ccccc1OC1CCN(S(C)(=O)=O)CC1)C(C)C | 0% | -8% | 18% | 3% | -2% | -27% | 2% | -5% | 6%
CCn1cc(C(=O)NCc2ccccc2F)c(=O)c2ccc(C)nc21 | -5% | -24% | -3% | 79% | 3% | 89%[activator] | -2% | 4% | 1%
COc1ccccc1N1CCN(c2cc(C)nc3c(-c4ccc(Cl)cc4)c(C)nn23)CC1 | -9%[60.1 µM] | -5% | . | 5% | 3% | 14% | 6%[59 µM] | -17% | 3%
COc1cc(/C=N/Nc2ccc(Cl)c(C(=O)O)c2)ccc1OCC(=O)N1C(C)CCCC1C (stereo not given) | -1% | -15% | -9% | -1% | 0% | 104%[activator] | 50µM* | -11% | -23%
Cc1cc(C)nc(CCNC(=O)c2cc(COc3c(F)cccc3F)on2)n1 | -9% | -11% | -2% | -4% | 1% | 65%[activator] | ? | 3% | -13%
CCc1nc(CNC(=O)C2CCC(=O)N(Cc3cccc(OC)c3)C2)no1 (stereo not given) | -3% | -2% | -17% | 29% | -2% | -18% | -6% | 0% | -8%
Cc1ccc(C2CC(c3cccc(Br)c3)n3nc(N)nc3N2)cc1 (stereo not given) | -4% | -9% | -3% | -2% | -2% | 14% | -25%[59 µM] | -31% | -36%
O=C(CN1CCC(O)(c2ccc3c(c2)OCO3)CC1)N1CCOCC1 | 0% | -13% | 8% | -3% | -4% | 38%[activator] | -4% | -3% | 7%
Cc1c(CC(=O)NCC(C)C)c(=O)oc2cc3c(cc12)CCC(C)(C)O3 | -4% | -9% | 7% | -1% | -7% | 17% | 31% | -14% | 5%
COc1ccc(NC(=S)NC(NC(=O)/C=C/c2ccccc2)C(Cl)(Cl)Cl)cc1 (stereo not given) | -10% | -10% | -2% | 14% | -3% | -8% | 9%[59 µM] | -13%[57.1 µM] | -2%
C/C(=N\NC(=O)c1ccc(CN2CCOCC2)cc1)c1cccc([N+](=O)[O-])c1 | -13%[60.1 µM] | 10% | 0% | -1% | 4% | 11% | 18% | -20% | -31%
O=C(c1ccc([N+](=O)[O-])o1)N1CCN(c2nc3c(Cl)cccc3s2)CC1 | 3% | -8% | 6% | . | . | 18% | 35µM* | ? | ?
CN(C(=O)c1ccc(NC(=O)Cc2cccc(NC(=O)C3CCN(C(=O)c4ccccc4)CC3)c2)cc1)C1CC1 | -1% | -3% | . | . | . | ? | . | -14% | .

Screening data from PubChem BioAssay.

Not all compounds are listed (hit frequency here may not be typical).
